Assay outcomes (PubChem)
KB-V1 MDR tox: qHTS assay for MDR1-selective chemotherapeutics: Primary screen using the drug-selected MDR subline cells KB-V1 | KB-V1 MDR cells viability, CellTiter-Glo, 72 h | Potency, µM (titrated, usually from 46.1 µM), inactives show at the top dose activity change, negative = cytotoxicity, hits mostly cytotoxic | 400,000 compounds, 3.4% hits | AID 1347076, 2019; also: potency is read from the fitted curve at half-maximal effect; % is scaled to controls: 0 for no effect and ±100 for the full control effect; nearly all actives have a fitted effect of over 60% in size
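In this primary screen, KB-V1 cells overexpressing P-gp are incubated with library compounds (lowest to highest concentration) for 72 h at 37 degrees C before a luminescent ATP viability read.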
WRN helicase inh: qHTS for Inhibitors of WRN Helicase. AID 651768, 2012. Bifunctional 3'-5' exonuclease/ATP-dependent helicase WRN (Homo sapiens), Q14191. Potency, µM (doses to about 114 µM), for the others: at the highest dose activity change, negative = inhibition, most hits filed as inhibitors. WRN helicase unwinding, fluorescent forked duplex, kinetic. 360,000 compounds, 0.46% hits; also: potency is read from the fitted curve at half-maximal effect; % is scaled to controls: 0 for no effect and ±100 for the full control effect; nearly all actives have a fitted effect of over 55% in size
Target sequence (Q14191 whole entry, looked up): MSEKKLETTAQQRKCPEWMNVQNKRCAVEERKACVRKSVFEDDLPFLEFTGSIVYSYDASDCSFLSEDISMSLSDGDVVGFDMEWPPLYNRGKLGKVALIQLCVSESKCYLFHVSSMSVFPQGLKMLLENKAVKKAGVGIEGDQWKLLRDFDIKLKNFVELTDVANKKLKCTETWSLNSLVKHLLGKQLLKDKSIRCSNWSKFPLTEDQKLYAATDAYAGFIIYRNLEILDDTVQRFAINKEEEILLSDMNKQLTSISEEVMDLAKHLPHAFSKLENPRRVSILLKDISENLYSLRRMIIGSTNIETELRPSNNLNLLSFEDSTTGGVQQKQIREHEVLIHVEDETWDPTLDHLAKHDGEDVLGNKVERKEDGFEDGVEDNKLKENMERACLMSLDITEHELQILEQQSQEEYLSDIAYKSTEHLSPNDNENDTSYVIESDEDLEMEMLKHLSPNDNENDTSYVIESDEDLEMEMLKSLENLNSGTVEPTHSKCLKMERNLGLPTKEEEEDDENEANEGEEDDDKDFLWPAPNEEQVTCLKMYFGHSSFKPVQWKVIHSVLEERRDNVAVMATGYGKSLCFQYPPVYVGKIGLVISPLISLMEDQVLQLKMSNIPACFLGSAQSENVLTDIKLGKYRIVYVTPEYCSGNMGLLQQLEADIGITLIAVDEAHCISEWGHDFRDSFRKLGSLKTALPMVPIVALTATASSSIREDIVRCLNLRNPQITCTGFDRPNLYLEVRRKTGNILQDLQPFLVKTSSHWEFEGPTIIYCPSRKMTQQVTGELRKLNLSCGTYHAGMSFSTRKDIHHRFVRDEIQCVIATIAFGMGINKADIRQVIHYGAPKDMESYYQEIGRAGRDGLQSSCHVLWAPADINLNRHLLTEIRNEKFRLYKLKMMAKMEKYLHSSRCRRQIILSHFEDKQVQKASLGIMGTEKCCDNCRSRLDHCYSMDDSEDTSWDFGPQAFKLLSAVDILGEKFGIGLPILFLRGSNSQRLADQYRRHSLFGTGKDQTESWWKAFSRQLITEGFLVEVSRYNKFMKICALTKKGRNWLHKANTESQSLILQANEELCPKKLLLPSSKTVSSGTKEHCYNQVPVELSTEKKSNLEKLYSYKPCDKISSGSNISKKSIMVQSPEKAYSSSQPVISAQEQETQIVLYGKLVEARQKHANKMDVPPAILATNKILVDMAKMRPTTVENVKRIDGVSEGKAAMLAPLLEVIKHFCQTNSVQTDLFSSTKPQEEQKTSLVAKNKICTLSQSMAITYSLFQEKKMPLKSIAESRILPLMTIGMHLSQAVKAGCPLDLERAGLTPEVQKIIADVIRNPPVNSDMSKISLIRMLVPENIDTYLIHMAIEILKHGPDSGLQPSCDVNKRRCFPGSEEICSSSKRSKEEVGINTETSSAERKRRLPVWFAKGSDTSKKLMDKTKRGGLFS
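Enzyme (20 nM final) and test compound sit together 15 min at room temperature before substrate addition. Substrate is a single-forked duplex oligonucleotide (100 nM) labelled with fluorophore and quencher, with 2 mM ATP; helicase unwinding raises red fluorescence, read kinetically.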
MCF10A rereplic: A quantitative high throughput screen for small molecules that induce DNA re-replication in MCF 10a normal breast cells; MCF 10A DNA re-replication, Hoechst nuclear intensity, 48 h; Potency, µM (titrated, usually from 46.1 µM), inactives show top-dose activity, positive = re-replication, most hits filed as activators; 350,000 compounds, 2.9% hits; AID 624296, 2012; also: potency is read from the fitted curve at half-maximal effect; % of control where 0% means no effect; nearly all actives have a fitted effect of over 50% in size
ATXN2 expr inh: Primary qHTS for Inhibitors of ATXN expression; HEK-293 ATXN2-luciferase reporter, luminescence, 24 h; Potency, µM (highest dose often 57 µM), inactives show at the top dose activity change, negative = inhibition, hits mostly inhibitors; 360,000 compounds, 0.72% hits; also: potency is read from the fitted curve at half-maximal effect; % is scaled to controls: 0 for no effect and ±100 for the full control effect; nearly all actives have a fitted effect of over 55% in size
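qHTS (up to 57 uM final) was run with 24 h compound exposure of reporter cells at 37 °C. Each well was multiplexed: SteadyGlo luminescence measured ATXN2-luciferase expression after a fluorogenic Gly-Phe-AFC viability readout (25 uM final).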
IL-1B inflam inh: qHTS for Inhibitors of Inflammasome Signaling: IL-1-beta AlphaLISA Primary Screen. THP-1 LPS/ATP IL-1B secretion, AlphaLISA, 16 h; active compounds read low. activity change, % at 57.5 µM. 360,000 compounds, 4.7% hits; in the data active = activity change below about -50%; inconclusive = mostly about -30% to -49%; also: % is scaled to controls: 0 for no effect and ±100 for the full control effect
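THP-1 cells pretreated 1 hr with compounds (up to 57.5 uM final), then stimulated with LPS (250 ng/mL final) plus ATP (1.25 mM final); secreted IL-1B measured by AlphaLISA after 16 hr, decreased signal indicating inhibition.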
HT1080 IDH1KD tx: qHTS for induction of synthetic lethality in tumor cells producing 2HG: qHTS for the HT-1080-IDH1KD cell line | HT-1080 IDH1 knockdown viability, ATP luminescence, 48 h | Potency, µM (titrated, usually from 46.1 µM), without a hit: top-dose activity, negative = toxicity, actives largely listed as cytotoxic | 360,000 compounds, 2% hits | AID 686971, 2013;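 also: potency is read from the fitted curve at half-maximal effect; 0% = DMSO wells and -100% = cell-free medium wells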
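Viability of IDH1-knockdown HT-1080 fibrosarcoma cells was assessed by CellTiter-Glo after 48 h at 37 °C with titrated compound; concentration-effect curves were classified by fit quality and response size.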
KB-3-1 tox: qHTS assay for MDR1-selective chemotherapeutics: Primary screen using the parental adenocarcinoma cell KB-3-1; KB-3-1 viability, CellTiter-Glo ATP luminescence, 72 h; Potency, µM (top dose mostly 46.1 µM), for the others: at the top dose activity change, negative = cytotoxic, hits mostly cytotoxic; 400,000 compounds, 1.4% hits; also: potency is read from the fitted curve at half-maximal effect; % is scaled to controls: 0 for no effect and ±100 for the full control effect; nearly all actives have a fitted effect of over 60% in size
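Parental KB-3-1 adenocarcinoma cells in phenol-red-free DMEM with 10% FBS were pin-treated with compounds at several concentrations, incubated 72 h at 37 °C, and viability read by CellTiter-Glo luminescence; concentration-effect curves were fitted after normalization.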
HT1080-NT tox: qHTS for induction of synthetic lethality in tumor cells producing 2HG: qHTS for the HT-1080-NT fibrosarcoma cell line; HT-1080-NT fibrosarcoma viability, CellTiter-Glo ATP luminescence, 48 h; Potency, µM (top dose mostly 46.1 µM), for the others: at the top dose activity, negative = less viability, hits mostly cytotoxic; 360,000 compounds, 1.6% hits; AID 686970, 2013;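 also: NT is the 2HG producing partner of a matched IDH1 knockdown line; potency is read from the fitted curve at half-maximal effect; 0% = DMSO-treated cells and -100% = media-only wells without cells; nearly all actives have a fitted effect of over 55% in size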
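A 48-hour cytotoxicity screen used HT-1080-NT cells plated 2 hours before compound delivery. ATP-based CellTiter-Glo luminescence measured viability, normalized to DMSO and no-cell controls.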
SW480 rerep: A quantitative high throughput screen for small molecules that induce DNA re-replication in SW480 colon adenocarcinoma cells; Potency, µM (highest dose often 46.1 µM), without a hit: top-dose re-replication activation, most hits filed as activators; SW480 DNA re-replication, Hoechst DNA content imaging, 48 h; 340,000 compounds, 1.8% hits; also: potency is read from the fitted curve at half-maximal effect; % of control where 0% means no effect; nearly all actives have a fitted effect of over 55% in size
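Hoechst fluorescence of nuclei (405 nm excitation, 500-530 nm emission) measured by plate-scanning imager after 48 hr compound exposure at 37 C; re-replication scored as increased number of nuclei with elevated intensity.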
* marks the source's active call; other numbers are inactive results; i = inactive; ? = inconclusive; · = not tested or not shown; & = joins results of further samples; [ ] = another dose, or the depositor's remark. Unless noted, calls follow the shape of the dose curve; as a rule, active = well fitted curve in the direction sought with a large enough effect; inconclusive = small, poorly fitted or top-dose-only effect, or another doubt; inactive = no such curve, though single readings can be large; an effect the other way counts as inactive or inconclusive.

SMILES	KB-V1 MDR tox	WRN helicase inh	MCF10A rereplic	ATXN2 expr inh	IL-1B inflam inh	HT1080 IDH1KD tx	KB-3-1 tox	HT1080-NT tox	SW480 rerep
COC(=O)[C@]12CCCCC=C1N(Cc1ccc(Cl)cc1Cl)C(=O)[C@H](CC(=O)NCc1ccc(OC)c(OC)c1)C2	?	-4%	·	?	-13	13µM*	?	?	·
COc1ccccc1/C=C/C=C1N=C(/C=C/c2ccc(Cl)cc2)OC/1=O	7%	-9%	12%	6%	7	4%	5%	10%	-11%
COc1ccc(OC)c(C(=O)NC(CC(N)=O)c2ccc(NCCN3CCCCC3)c([N+](=O)[O-])c2)c1 (stereo not drawn)	5%	-3%	7%	10%	16	-1%	0%	12%	-7%
CCCN1C(=S)SC(C)(C)C1/[N+]([O-])=C/c1cccnc1 (stereo not drawn)	18%	17%	0%[9.22 µM]	-1%	7	-2%	?	0%	-9%
CC12CCC(C(=O)Nc3cc(Cl)ccc3Cl)(C(Br)C1=O)C2(C)C (stereo not drawn)	?	-25%	?	?	237	-2%	?	3%	?
O=C(C/C=N/OCc1ccccc1F)c1cnc(-c2ccc(Cl)cc2)s1	6%	7%	?	4%	5	12%	-7%	7%	-1%
CN(C)c1ccc(C(=S)N2CCCCCC2)cc1	-13%	1%	4%	11%	3	?	-21%	-21%	-7%
OCCN1CCN(c2cc(-c3ccc(CO)cc3)nc3ccnn23)CC1	3%	0%	·	2%	15	5%	0%	?	·
N#CCCN(C(=O)CN1CCN(S(=O)(=O)c2ccc(Cl)s2)CC1)c1ccc(F)cc1	-10%	-27%	3%	2%	-4	16%	6%	3%	7%
CCC(=O)N1N=C(c2ccc(NS(C)(=O)=O)cc2)CC1c1ccc(N(C)C)cc1 (stereo not drawn)	-3%	5%	2%	·	-22	-5%	-20%	-3%	-6%
CN(c1cccnc1)c1ncnc2[nH]ncc12	21%	5%	19%	-22%	13	-1%	2%	6%	-6%
CCOC(=O)/C(C#N)=C\c1ccc(N2CCN(C)CC2)cc1	6%	-3%	6%	19%	-22	6%	13%	7%	0%
O=C(c1ccccc1)N1CC(COc2ccccc2)OC(c2cccnc2)O1 (stereo not drawn)	-4%	8%	-14%	11%	0	-1%	1%	-8%	-3%
Cc1ccc(CNC(=O)C2CCN(S(=O)(=O)N3CC(C)CC(C)C3)CC2)cc1 (stereo not drawn)	-13%	-2%	1%	-6%	35	22%	1%	?	-11%
O=C(Nc1ccccc1)C1=C[C@H](c2csc3ccccc23)C[C@H](OCc2ccc(CO)cc2)O1	-7%	-10%	?	-12%	?	-18%	?	-3%	-11%
COc1ccc(OC)c(C(=O)NC(CC(N)=O)c2ccc(NCc3ccccn3)c([N+](=O)[O-])c2)c1 (stereo not drawn)	24%	8%	8%	10%	6	0%	19%	1%	-14%
O=C(Nc1ccccc1)Nc1nnc(Cc2ccc(F)cc2)s1	?	6%	19%	·	0	?	2%	?	4%
O=C(NCCc1ccccc1)C1CCN(C(=O)c2ccc([N+](=O)[O-])cc2)CC1	7%	3%	-4%	·	20	7%	1%	11%	3%
CC(C)C(=O)Nc1nnc(SCC(=O)NCc2cccs2)s1	-8%	-17%	-1%	-3%	-5	10%	-11%	8%	-3%
CC(=O)N1CCN(S(=O)(=O)c2cccc(C(=O)NC3CCCC3)c2)CC1	0%	-5%	-3%	·	33	0%	-12%	1%	3%
Cc1ccc(S(=O)(=O)N(C)C)cc1NC(=O)COC(=O)COc1ccc2c(c1)CCC2	1%	-1%	0%	0%	5	-7%	-4%	-9%	-5%
COc1ccccc1C(=O)NC(=S)/C=C1/N(C)c2ccccc2C1(C)C	-14%	-34%	?	0%	?	-77%	-10%	-15%	2%
O=C(OCC(=O)c1cccs1)c1ccc(NC(=O)c2ccco2)cc1	-3%	-4%	?	0%	-9	5%	4%	3%	-7%
CCSc1nc2ccccc2n1CCOc1ccccc1	-1%	-7%	12%	32%	-5	-18%	-3%	-15%	-8%

Single entries from the entries so far:
IL-1B inflam inh with CC(C)C(=O)Nc1nnc(SCC(=O)NCc2cccs2)s1 is entered as -5
HT1080 IDH1KD tx with Cc1ccc(S(=O)(=O)N(C)C)cc1NC(=O)COC(=O)COc1ccc2c(c1)CCC2 is entered as -7%

Later entries:
SMILES	KB-V1 MDR tox	WRN helicase inh	MCF10A rereplic	ATXN2 expr inh	IL-1B inflam inh	HT1080 IDH1KD tx	KB-3-1 tox	HT1080-NT tox	SW480 rerep
COc1ccc2c(C)c(C(=O)N3CC[C@@H](N4CCC(O)CC4)[C@H](O)C3)oc2c1	15%	10%	-1%	1%	-26	0%	8%	7%	-5%
COc1ccc(S(=O)(=O)N2CCOC2CNC(=O)C(=O)NCCc2c[nH]c3ccccc23)cc1C (stereo not drawn)	-16%	-3%	4%	?	0	-12%	0%	-10%	8%
COC(=O)C1=C(C)N=C2SC(C#N)=C(N)N2C1c1ccc(OC)cc1 (stereo not drawn)	-24%	-15%	-3%	27%	10	-23%	-24%	-21%	2%[9.22 µM]
O=C(NCCc1ccccn1)c1cncc(Br)c1	18%	-10%	3%	12%	-1	-9%	0%	-11%	72%
CCOc1ccc2nc3sc(C(=O)N4CCOCC4)c(N)c3cc2c1	?	-26%	4%	21%	?	-2%	-2%	-10%	2%
Fc1ccc2cc(-c3ccccc3)ncc2c1	26%	-5%	-25%	36%[activator]	52	15%	0%	-1%	-6%
CC1CCN(C(=O)COC(=O)CCC(=O)c2ccc(F)cc2)CC1	?	-12%	8%	-5%	19	-7%	1%	-2%	-3%
CCOC(=O)CCc1c(C)nc(SCCN2CCCC2)c(C#N)c1C	-9%	-3%	22%	0%	9	-1%	7%	-6%	1%
COc1ccc(NC(=O)Nc2ccc3c(c2)CC(=O)N([C@H](C)CO)C[C@@H](C)[C@H](CN(C)C(=O)Nc2ccccc2)O3)cc1	-19%	-2%	?	7%	-2	2%	4%	-4%	1%
Cc1cc(OC(C)C(=O)NCc2ccccn2)c2c(C)cc(=O)oc2c1 (stereo not drawn)	?	7%	10%	5%	12	15%	20%	2%	-16%
Cc1ccccc1NC(=S)NC(NC(=O)N(C)C)C(Cl)(Cl)Cl (stereo not drawn)	12%	-7%	22%	-1%	-8	11%	-8%	-4%	0%
CCN(Cc1ccccc1)C(=O)CCNS(=O)(=O)c1ccc2c(c1)CC(C)N2C(C)=O (stereo not drawn)	4%&16%	0%	0%	-13%	12	0%	3%&-17%	10%	-6%
CN(C(=O)COC(=O)c1cccc(S(=O)(=O)N(C)c2ccccc2)c1)C1CCCCC1	?	2%	3%	-10%	0	-12%	1%	-1%[9.24 µM]	-25%
CCCOc1ccc(Cc2c(O)nc(SC)[nH]c2=O)cc1C	-1%	-4%	28%	5%	0	-16%	-2%	-3%	-11%
Cc1ccc(S(=O)(=O)N2CCCN(S(=O)(=O)c3ccccc3Br)CC2)cc1	0%	-7%	-26%	-11%	-16	-19%	0%	-1%	-89%[inhibitor]
Cc1cccc(C(=O)NNC(=O)CN2C(=O)c3ccccc3C2=O)c1	0%	-4%[57.1 µM]	3%	-16%[11.3 µM]	24	3%	2%	13%	2%
Cc1ccc(NC(=O)Cn2c(O)c(N=NC(=O)c3cc4ccccc4cc3O)c3ccccc32)cc1	?	-20%	?	?	-95*	?	?	21µM*	?
CC1Cc2ccccc2N1Cc1ccc([N+](=O)[O-])cc1 (stereo not drawn)	-1%	4%	-6%	-6%	-24	3%	1%	-1%	-25%
COc1ccc(OC)c(NC(=O)N2CCCc3ccccc32)c1	?	-1%	11%	6%	-20	6%	15%	13%	-2%
O=c1c([N+](=O)[O-])cccn1Cc1cccc(Cl)c1	8%	-2%	27%	-3%	17	-1%	12%	-3%	15%
CCOC(=O)C1CCCN(S(=O)(=O)c2cc(Br)cc3c2N(C(=O)C2CC2)CC3)C1 (stereo not drawn)	-14%	-3%	11%	-11%	56	-1%	13%	-4%	-4%
CC(=O)Nc1ccc(C(=O)c2ccccc2)cc1	-3%	-11%	11%	5%	6	-3%[9.24 µM]	17%	0%	-4%
COc1ccc(OC)c(NC(=O)c2cccnc2Sc2ccccc2)c1	0%	-2%	-8%	11%	18	5%	0%	18%	-3%
O=C1NC(=O)/C(=C\c2ccc(OCc3cccc([N+](=O)[O-])c3)cc2)N1	-16%	-4%	-2%	-13%	1	-1%	8%	0%	-2%
O=C(Nc1nnc(C2CC2)s1)c1cc2ccccc2o1	-1%	-1%	?	6%	-6	-5%	9%	6%	?
O=C(/C=C/c1ccco1)N1CCN(S(=O)(=O)c2cccs2)CC1	-4%	-1%[11.6 µM]	0%	-7%	-6	0%	7%	12%	1%
Cc1cccc(NC(=O)c2csnn2)n1	?	-4%	-3%	25%	-25	14%	17%	12%	5%
Nc1nc(SCC(=O)Nc2ccc(OC(F)(F)F)cc2)[nH]c(=O)c1NC(=O)c1ccc(Br)o1	-3%	-28%	-1%	-8%	i	1%	-2%	-10%	?
